Screening data as filed in PubChem BioAssay.
FBW7 activator: FBW7 E3 ligase activators, primary screen, biochemical, AlphaScreen, human; AID 1259310, 2017; normalized activity (activation), % at 26.1 µM; AlphaScreen FBW7–phospho-cyclin E peptide binding, activator screen; F-box/WD repeat-containing protein 7 (Homo sapiens), Q969H0; hit rate 0.13% among 650,000; in the data active = normalized activity above about 1.9%;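 also: purified mutant Fbw7 with reduced substrate affinity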
TEAD-YAP block: TEAD-YAP interaction inhibition, primary screen, TEAD-YAP interaction inhibitor project, luminescence, HEK-TIYL cells; AID 1259422, 2018; inhibition, % at 9.12 µM; TEAD-Gal4/YAP UAS-luciferase luminescence; hit rate 1.4% among 640,000; in the data active = inhibition above about 32%;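 also: 0% = median of test compound wells and 100% = reference inhibitor wells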
MITF primary: MITF inhibitors, primary screen, biochemical, AlphaScreen, human; Microphthalmia-associated transcription factor (Homo sapiens), O75030; AlphaScreen MITF homodimerization, bead proximity signal; inhibition, % at 2.6 µM; hit rate 0.91% among 650,000; AID 1259374, 2018; in the data active = inhibition above about 50%;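 also: 0% = vehicle wells with protein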
Target sequence (O75030 whole entry, looked up): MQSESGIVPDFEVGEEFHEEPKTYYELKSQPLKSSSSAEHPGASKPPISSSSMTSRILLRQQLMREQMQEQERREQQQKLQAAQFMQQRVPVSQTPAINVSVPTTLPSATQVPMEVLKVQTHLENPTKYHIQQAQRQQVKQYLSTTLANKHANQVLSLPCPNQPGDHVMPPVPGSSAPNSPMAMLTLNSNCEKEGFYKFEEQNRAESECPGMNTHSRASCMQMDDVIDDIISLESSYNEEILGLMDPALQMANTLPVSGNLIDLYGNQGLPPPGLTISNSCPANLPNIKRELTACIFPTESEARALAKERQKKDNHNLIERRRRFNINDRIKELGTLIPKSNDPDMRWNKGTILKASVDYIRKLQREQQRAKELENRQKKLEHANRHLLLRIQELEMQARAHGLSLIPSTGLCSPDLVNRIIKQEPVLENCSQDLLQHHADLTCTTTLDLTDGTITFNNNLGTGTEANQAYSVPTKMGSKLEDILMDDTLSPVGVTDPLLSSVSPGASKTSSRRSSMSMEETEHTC
GPR151 ag: activators of human GPR151, primary screen, cell-based, PathHunter beta-arrestin, luminescence | G-protein coupled receptor 151 (Homo sapiens), Q8TDV0 | PathHunter beta-arrestin GPR151 cells | activation, % at 11.2 µM | hit rate 1% among 650,000 | AID 1508602, 2020; in the data active = activation above about 4.9%;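 also: 0% = median of compound wells and 100% = cells with positive control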
Target sequence (Q8TDV0 whole entry, looked up): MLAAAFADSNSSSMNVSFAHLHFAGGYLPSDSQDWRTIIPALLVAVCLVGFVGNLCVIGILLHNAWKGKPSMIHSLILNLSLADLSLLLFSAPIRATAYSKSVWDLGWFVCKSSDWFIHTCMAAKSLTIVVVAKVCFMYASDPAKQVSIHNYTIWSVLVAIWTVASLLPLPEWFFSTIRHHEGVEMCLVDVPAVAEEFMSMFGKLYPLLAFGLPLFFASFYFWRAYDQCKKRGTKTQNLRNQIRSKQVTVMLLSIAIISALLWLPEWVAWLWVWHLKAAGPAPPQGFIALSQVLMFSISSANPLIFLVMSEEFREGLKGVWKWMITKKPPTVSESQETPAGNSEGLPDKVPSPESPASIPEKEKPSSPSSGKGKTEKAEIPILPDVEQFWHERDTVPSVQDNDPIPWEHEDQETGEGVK
The depositor's hits bear a star; / = no result given. Not a hit list; about 3.4% have a hit in one of these screens.

Values run as follows: FBW7 activator, TEAD-YAP block, MITF primary, GPR151 ag
(1) Cc1ccc(N(C(=O)CCc2ccccc2)C2C=CS(=O)(=O)C2)cc1C (centres undefined)
  -0.1, 9, 0, 5.4*
(2) Cc1c(C(=O)NC(=S)Nc2ccc(Cc3ccncc3)cc2)oc2ccccc12
  0.1, -1, -9, 0.0
(3) CC(C)(C)c1ccc(-c2nc(-c3ccccn3)no2)cc1
  0.0, 96*, 9, -9.0
(4) COc1ccc(OCc2nc3ccccc3n2C(C)c2ccccc2)cc1 (centres undefined)
  0.1, -19, -16, -1.3
(5) C=CCNc1cc(C)nc2cc(-c3ccc(F)cc3)nn12
  0.1, -1, -2, -0.3
(6) Cc1ccc(Cn2c(=N)c(C#N)cc3c(=O)n4ccccc4nc32)cc1
  -0.3, -2, -7, -0.8
(7) CCCC(=O)N(C)c1nnc(C23CC4CC(CC(C4)C2)C3)s1
  -0.1, -4, -5, 0.3
(8) CCSc1nc2nc(C)cc(C)n2n1
  0.2, -1, -3, 0.7
(9) CCOC(=O)c1c(C)oc2ccc(OCc3cccc(Cl)c3)cc12
  0.1, 0, -5, -0.5
(10) CN1CCN(C(=O)c2nn3c(C(F)(F)F)cc(-c4ccc(Br)cc4)nc3c2Cl)CC1
  0.0, 3, 6, -0.3
(11) Oc1ccccc1-c1nc(/C=C/c2c[nH]c3ccccc23)no1
  0.0, -40, -1, -0.6
(12) CCOC(=O)C1=C(C)NC2=C(C(=O)CCC2)C1c1cc(C)sc1C (centres undefined)
  0.1, -2, -27, -0.7
(13) Cc1cccc(Oc2ccc(N3C(=O)C4C5C=CC(C5)C4C3=O)cc2)c1C (centres undefined)
  0.2, 16, 1, -0.1
(14) COc1ccc(CNC(=O)N2CCC(c3nnc(-c4ccco4)o3)CC2)cc1
  0.8, 7, -2, -1.9
(15) O=C(O)CS(=O)(=O)c1ccc(S(=O)C(F)(F)F)cc1[N+](=O)[O-] (centres undefined)
  0.6, -8, -9, -0.5
(16) C=CCSc1nnc(-c2ccccc2N=Cc2c(C)[nH]n(-c3ccccc3)c2=O)c(=O)[nH]1
  -0.3, -23, 5, 0.8
(17) COc1cccc(NC(=O)C2CCCN(c3ccc(-n4ccnc4)nn3)C2)c1 (centres undefined)
  -0.2, -5, 5, -1.7
(18) Cc1cc(OCC(O)CN2CC(C)OC(C)C2)ccc1Cl (centres undefined)
  0.1, 0, 7, 0.7
(19) Cc1ccc(NC(=O)c2ccc(F)c([N+](=O)[O-])c2)cc1
  0.0, 1, 18, -1.0
(20) COC(=O)c1c(NC(=O)c2ccc(Cl)cc2)sc2c1C(C(=O)OC)CC2 (centres undefined)
  0.0, 0, -6, -0.6
(21) CC1=NN(c2nc(C)cc(C)n2)C(=O)C1Cc1ccccc1 (centres undefined)
  -0.4, -11, 14, 0.3
(22) CCc1ccccc1NC(=S)N(CCCN1CCOCC1)Cc1cccs1
  -0.2, -10, 12, 0.0
(23) Cn1c(Nc2nc3ccc(C(=O)NCCCN4CCCC4=O)cc3s2)nc2ccccc21
  0.0, 9, 27, -2.3
(24) CC(C)n1c(-c2ccccc2)nc2ccccc21
  0.0, -2, 3, 3.5
(25) CC(C)c1onc(C(=O)N(C)C2CCCCC2)c1[N+](=O)[O-]
  0.2, 3, 13, -1.0
(26) CC1CCN(S(=O)(=O)c2ccc(F)c(C(=O)NCCC3=CCCCC3)c2)CC1
  0.2, -1, 3, -0.3
(27) COc1cc(-c2nc3s/c(=C\C4=Cc5ccccc5OC4)c(=O)n3n2)cc(OC)c1OC
  0.1, 6, 10, -0.6
(28) COC(=O)C1=C(C)NC2=C(C(=O)c3ccccc32)C1c1cc(Br)ccc1OCc1ccc(F)cc1 (centres undefined)
  -0.2, -15, -6, -1.4
(29) CCOC(=O)N1CCN(C(=S)Nc2cc(OC)cc(OC)c2)CC1
  0.1, 7, -1, 1.0
(30) NS(=O)(=O)c1ccc(CCNC(=O)CSc2nc3ccccc3c(=O)n2Cc2cccs2)cc1
  0.2, 0, 25, -0.1
(31) O=C(c1ccccc1)c1ccc2cc(OS(=O)(=O)O)ccc2c1
  0.6, -4, 4, 0.2
(32) CCc1ccc(-c2cc(C(=O)OCC(=O)c3ccccc3)c3cccc(C)c3n2)cc1
  0.0, -3, -3, -0.7
(33) CCCC1C(O)CC(c2ccccc2)NC1c1ccccc1 (centres undefined)
  -0.2, 2, -3, 0.9
(34) CCCN(C(=O)c1cnc(N2CCN(c3ccccc3OC)CC2)c2ccccc12)c1ccc(OCC)cc1
  -0.1, 1, 2, -0.6
(35) Cc1ccc(-n2c(SCc3c(F)cccc3F)nc3[nH]ncc3c2=O)cc1Cl
  0.4, 4, 3, 0.1
(36) CCOCCCNC(=O)CSc1nc2nc(C)c(Cc3ccccc3C)c(C)n2n1
  0.0, -2, -9, -0.9
(37) CC(=O)c1ccc(N2CCN(C(=O)Cn3c(=O)[nH]c4ccccc4c3=O)CC2)cc1
  -0.2, 9, 3, -0.1
(38) O=C(Cn1cc2c(n1)CCCCC2)NCCc1ccccc1
  0.7, -2, 15, 2.5
(39) Cc1ccc(S(=O)(=O)NC(=S)Nc2ccccc2)cc1
  0.1, -3, -2, -1.3
(40) O=C(c1cc(S(=O)(=O)N2CCCCC2)c[nH]1)N1CCC(N2CCCCC2)CC1
  -0.1, -7, -4, 1.1
(41) COc1cccc(OCC(O)Cn2nc(C)c(Br)c2C)c1 (centres undefined)
  -0.1, -11, 1, -0.9
(42) O=C1NC(=Nc2ccccc2Cl)S/C1=C/c1ccc(-c2ccc(Cl)c([N+](=O)[O-])c2)o1
  -0.3, -3, -3, -0.2
(43) Cn1c(CSCc2ccc(F)cc2)nnc1SCC(=O)NCc1ccccc1
  0.0, -1, -8, -0.2
(44) O=C(c1ccc(S(=O)(=O)N2CCCC2)cc1)N1CCCc2ccccc21
  0.2, 5, -3, -0.9
(45) CC(=O)N1CCN(C(C)(C)c2nnnn2-c2c(C)cccc2C)CC1
  -0.2, -8, 0, -1.9
(46) CCC(C)N1C(=O)/C(=C/c2c(N3CCN(C)CC3)nc3ccccn3c2=O)SC1=S (centres undefined)
  0.1, 0, 21, 1.5
(47) CCOc1ccc(C2C3=C(CC(C)(C)CC3=O)Nc3ccccc3N2C(=O)Cc2ccc(Cl)cc2)cc1 (centres undefined)
  0.2, -6, 9, -1.5
(48) Nc1c[n+]2c(n1-c1ccc(Br)cc1)CCCCC2
  0.0, 3, 1, 0.6
(49) O=c1nc2c(-c3cccc(C(F)(F)F)c3)n[nH]n2c2ccccc12
  0.2, -10, -9, -1.0
(50) CN(CC(=O)Nc1ccc(F)cc1)C(=O)COc1ccc([N+](=O)[O-])cc1Cl
  0.5, -7, 12, -0.1
(51) COCC(=O)N1Cc2nn(-c3ccccc3C)c(-n3cccc3)c2C1
  -0.1, -12, -2, -0.5
(52) c1ccc(-c2nnc(NCc3nc4ccccc4[nH]3)c3ccccc23)cc1
  0.0, 11, 4, 0.6
(53) CC(C)(C)NS(=O)(=O)c1ccc2nc(NC(=O)Cc3cccs3)sc2c1
  -0.1, 15, -5, 2.5
(54) CCN(CC)c1nc(C(Cl)(Cl)Cl)c(C#N)c(=O)o1
  -0.2, 9, -1, 1.6
(55) COc1cc(-c2nc(Nc3ccc(C)c(Cl)c3)c3ccccc3n2)cc(OC)c1OC
  0.4, 52*, 1, 0.3
(56) O=C(/C=C/c1ccccc1)Nn1c(-c2ccc(F)cc2)nc2ccccc2c1=O
  -0.1, -5, -7, 0.7
(57) O=C(N/N=C1\C[C@@H](O)[C@@H](O)[C@@H]2[C@@H]3C(=O)N(C[C@@H]4CCCO4)C(=O)[C@@H]3CC[C@H]12)OCc1ccccc1
  -0.1, /, -3, 3.5
(58) CC(=O)N(CN1C(=O)C2C3c4ccccc4C(c4ccccc43)C2C1=O)c1ccccc1 (centres undefined)
  0.1, -2, 7, 0.9
(59) CC(C)C(=O)NC(Nc1ccccc1)C(Cl)(Cl)Cl (centres undefined)
  0.0, 9, 3, 1.2
(60) Cc1cc(Nc2ccc(N3CCOCC3)cc2)nc(NC2CCC(O)CC2)n1 (centres undefined)
  -0.3, -1, 11, -0.7

Quoted at random: 3 compounds from above
Values run as follows: FBW7 activator, TEAD-YAP block, MITF primary, GPR151 ag
(51) COCC(=O)N1Cc2nn(-c3ccccc3C)c(-n3cccc3)c2C1
  -0.1, -12, -2, -0.5
(42) O=C1NC(=Nc2ccccc2Cl)S/C1=C/c1ccc(-c2ccc(Cl)c([N+](=O)[O-])c2)o1
  -0.3, -3, -3, -0.2
(43) Cn1c(CSCc2ccc(F)cc2)nnc1SCC(=O)NCc1ccccc1
  0.0, -1, -8, -0.2

Molecules above containing a tert-butyl group:
Values run as follows: FBW7 activator, TEAD-YAP block, MITF primary, GPR151 ag
(3) CC(C)(C)c1ccc(-c2nc(-c3ccccn3)no2)cc1
  0.0, 96*, 9, -9.0
(53) CC(C)(C)NS(=O)(=O)c1ccc2nc(NC(=O)Cc3cccs3)sc2c1
  -0.1, 15, -5, 2.5

The main list resumes, repeating the three entries before the break.
Values run as follows: FBW7 activator, TEAD-YAP block, MITF primary, GPR151 ag
(58) CC(=O)N(CN1C(=O)C2C3c4ccccc4C(c4ccccc43)C2C1=O)c1ccccc1 (centres undefined)
  0.1, -2, 7, 0.9
(59) CC(C)C(=O)NC(Nc1ccccc1)C(Cl)(Cl)Cl (centres undefined)
  0.0, 9, 3, 1.2
(60) Cc1cc(Nc2ccc(N3CCOCC3)cc2)nc(NC2CCC(O)CC2)n1 (centres undefined)
  -0.3, -1, 11, -0.7
(61) CCOC(=O)C(C(=O)OCC)C(C[N+](=O)[O-])c1ccc(C)c(OC)c1 (centres undefined)
  0.3, 2, -14, 1.2
(62) O=c1oc2ccccc2cc1C1=Nn2c(nnc2-c2cccc(F)c2)SC1
  0.0, 1, 6, 0.4
(63) c1coc(CCNc2nc(Sc3nc4ccccc4s3)nc(Sc3nc4ccccc4s3)n2)c1
  0.3, -5, 11, -0.9
(64) Cc1ccc(N2CC(NC(=O)N(CCO)CCO)CC2=O)cc1 (centres undefined)
  0.4, 12, 23, -0.1
(65) CN(CC(=O)OC1CCOC1=O)S(=O)(=O)c1ccc(Cl)cc1 (centres undefined)
  -0.2, -3, 8, 0.9
(66) CC(C)(C)c1cc(C(=O)Cn2c(NCCCO)nc3ccccc32)cc(C(C)(C)C)c1O
  -0.1, 6, 2, 2.1
(67) O=C(Nc1sc2c(c1C(=O)Nc1ccccc1)CCCCC2)c1ccncc1
  0.3, 6, 17, -1.7
(68) O=C1C(Cl)=C/C(=N\S(=O)(=O)c2ccccc2)C=C1Br
  0.0, -2, 17, 2.4
(69) Cc1nc(Cl)c2nnn(Cc3ccccc3)c2n1
  -0.1, 1, 10, -0.7
(70) COC(=O)C1=CN(C2CCCC2)C=C(C(=O)OC)C1c1cc(Cl)c(O)c(OC)c1
  0.0, 9, -2, 0.8
(71) CN(C)S(=O)(=O)N1CCCc2ccccc21
  -0.2, -1, -6, -1.7
(72) CCN(CC)c1ccc(NC(=O)c2ccc3c(c2)C(=O)N(c2cc(C)on2)C3=O)c(C)c1
  0.0, 1, 6, -1.5
(73) CCOc1ccc(-c2nnc3ccc(SCC(=O)N4CCc5ccccc54)nn23)cc1
  0.0, 1, -3, 0.9
(74) CCOc1ccc(NC(=O)CCn2c(=O)[nH]c3ccccc3c2=O)cc1
  -0.2, 9, -9, 1.0
(75) CN(C)c1ccc(/C=C(/NC(=O)c2ccccc2)C(=O)N/N=C/c2cccc(O)c2)cc1
  0.0, -8, 24, -1.4
(76) COC(=O)c1ccc(C(=O)Nc2nc3ccc(NC(=O)C4CCCCC4)cc3s2)cc1
  -0.1, 6, -1, -0.9
(77) Cc1ccnc2nc(C(=O)Nc3ccccc3Cc3ccccc3)nn12
  0.3, 4, 5, 2.0
(78) Cc1cc(/C=C2\SC(=Nc3ccccc3)N(C3CCCC3)C2=O)c(C)n1-c1ccc(Cl)cc1
  0.1, 0, 14, -0.3
(79) O=C(Nc1nncs1)c1ccc(Cl)c(Cl)c1
  0.0, 2, -1, -0.6
(80) COc1ccnc(N2CCC(NCCc3cnc[nH]3)CC2)n1
  0.0, -4, -7, 0.2
(81) COC(=O)c1ccc(C(=O)OC)c(NC(=O)c2ccc([N+](=O)[O-])o2)c1
  0.0, 3, 3, -0.1
(82) CCn1nnnc1SCC(=O)N1C(C)CCCC1C (centres undefined)
  0.1, 10, 5, -0.1
(83) COC(=O)C1=C(C)N(c2ccccc2F)C(=O)/C1=C\c1cccc(OC)c1
  0.2, 9, 3, 2.4
(84) CN1C(=S)SC(N2OC3C(=O)N(c4ccccc4)C(=O)C3C2c2ccc([N+](=O)[O-])cc2)C1(C)C (centres undefined)
  -0.2, -9, -9, 0.5
(85) O=C(CCc1nnc(-c2ccc3c(c2)OCO3)o1)NCC1(N2CCOCC2)CCCCC1
  0.2, -37, 4, -0.4
(86) COc1ccc(NC(=O)c2cn(-c3ccccc3)nc2-c2ccc(F)cc2)cc1
  0.2, -9, 6, -0.9
(87) CCOc1ccc(C(=O)Nc2cccc(-c3nc4ccccc4o3)c2)cc1Br
  0.0, 0, -12, -0.1
(88) NS(=O)(=O)c1ccc(CCNc2ccc3nnc(-c4ccccc4)n3n2)cc1
  -0.1, 12, 6, -1.6
(89) O=C(CC(SCCO)c1ccc(F)cc1)c1ccco1 (centres undefined)
  0.1, 7, -3, 0.4
(90) Cc1ccc(C)c(NC(=O)C2CC2(c2ccccc2)c2ccccc2)c1 (centres undefined)
  -0.1, -1, 0, 0.4
